Screens: PubChem, Johns Hopkins Ion Channel Center
KCNK9 block – blocks the human KCNK9 two-pore domain potassium channel; hit rate 1.2% among 310,000; AID 488922; Q9NPC2; HEK293 KCNK9, FluxOR thallium flux fluorescence; stronger effect = lower value; B-score at 10 µM;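 active = ratio B-score over 3 SD below the library mean, with starting fluorescence within 5 SD of its mean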;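 also: negative B-score means less thallium flux so channel inhibition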
Target sequence (Q9NPC2 whole entry, looked up, the tested form may be a part): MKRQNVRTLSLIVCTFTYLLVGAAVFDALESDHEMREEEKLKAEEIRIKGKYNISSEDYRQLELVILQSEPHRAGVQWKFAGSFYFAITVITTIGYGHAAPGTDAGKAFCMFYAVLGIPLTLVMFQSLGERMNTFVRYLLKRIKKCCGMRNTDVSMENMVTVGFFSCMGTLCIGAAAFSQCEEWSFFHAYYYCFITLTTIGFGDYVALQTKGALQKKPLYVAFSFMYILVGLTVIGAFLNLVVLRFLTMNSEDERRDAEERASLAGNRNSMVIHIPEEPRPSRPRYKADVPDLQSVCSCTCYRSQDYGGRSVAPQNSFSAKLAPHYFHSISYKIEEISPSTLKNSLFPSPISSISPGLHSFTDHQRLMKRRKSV
KCNK3 inh – human KCNK3 channel inhibition, primary screen. AID 602410. hit rate 0.84% among 340,000. B-score at 10 µM. CHO-KCNK3 thallium flux, FluxOR fluorescence; stronger effect = lower value;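 active = B-score under library mean minus 4 SD, starting fluorescence ratio at most library mean plus 5 SD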;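 also: more negative B-score means stronger inhibition of thallium flux through KCNK3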
Target sequence (O14649 whole entry, looked up): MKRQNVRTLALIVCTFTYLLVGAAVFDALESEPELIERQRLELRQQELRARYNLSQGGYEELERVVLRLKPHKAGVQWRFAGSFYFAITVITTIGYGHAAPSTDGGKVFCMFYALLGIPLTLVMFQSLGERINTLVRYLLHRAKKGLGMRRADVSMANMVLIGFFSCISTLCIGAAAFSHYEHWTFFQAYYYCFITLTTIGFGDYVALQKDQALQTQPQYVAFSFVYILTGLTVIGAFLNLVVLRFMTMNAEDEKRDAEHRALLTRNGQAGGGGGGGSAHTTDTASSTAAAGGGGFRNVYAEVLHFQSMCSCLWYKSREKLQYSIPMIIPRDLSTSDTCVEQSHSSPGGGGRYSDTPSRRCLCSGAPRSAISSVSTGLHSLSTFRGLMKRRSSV
TMEM16A act – activators or potentiators of mouse TMEM16A chloride channel. Q8BHY3. HEK293 TMEM16A/YFP-H148Q/I152L, iodide quench fluorescence; stronger effect = lower value. B-score at 10 µM. hit rate 0.3% among 340,000;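 active = fluorescence-ratio B-score plate-corrected deviation score at least 3 library SD below zero, with starting fluorescence score within 5 deviations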;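 also: channel opened by trigger with iodide after compound preincubation; score built on the fluorescence ratio of max minus min over baseline; more negative score means more quench and so TMEM16A activation or potentiation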
MrgX1 allo act – allosterically activates human MrgX1 receptor signaling | Q96LB2 | hit rate 0.63% among 310,000 | B-score at 10 µM | MrgX1-HEK293, Fluo-4 calcium flux, FDSS; stronger effect = higher value;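 active = plate-corrected calcium response at least 3 library SD above typical, normal starting fluorescence, not activating the receptor alone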;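 also: compound read alongside a low EC10 to EC30 dose of BAM8-22 agonist; peak minus trough fluorescence over baseline measured at the second addition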
ANO1 block – mouse TMEM16A channel inhibition, primary screen; Q8BHY3; HEK293 TMEM16A/YFP iodide influx fluorescence, ionomycin; normalized B-score (activity score, 25-100; higher = stronger inhibition) at 10 µM; hit rate 1.2% among 310,000; AID 588511;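 active = ratio plate-corrected score three or more library SD toward inhibition, starting fluorescence score within five deviations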;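 also: score derived from kinetic fluorescence span divided by baseline fluorescence per well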
RGS4 act – potentiators or activators of RGS4; HEK293 M3R/inducible RGS4, carbachol calcium flux Fluo4; stronger effect = lower value; B-score at 10 µM; hit rate 0.92% among 310,000;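 active = B-score of the integrated calcium signal more than 4 SD below the library mean, with starting fluorescence not abnormally high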;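 also: negative B-score means reduced calcium response which marks RGS4 activation or potentiation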
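System – HEK293 FlpIn-TREx cells, stable M3R, doxycycline-inducible RGS4 · Reagent – ECmax carbachol challenge · Times – compound preincubation 20 min at room temperature before agonist · Technique – Fluo4 fluorescence kinetic imaging of calcium · Measure – B score of integrated Fluo4 ratio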
KCNQ1 block – blocks the human KCNQ1 potassium channel; B-score at 10 µM; AID 2642; CHO-K1 KCNQ1, FluxOR thallium flux fluorescence; stronger effect = higher value; hit rate 1.3% among 310,000;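 active = compounds whose thallium flux B-score, printed positive for inhibition, exceeds three library SD while starting fluorescence stays within three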;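 also: channel opened by potassium depolarization with thallium stimulus after 20 min compound exposure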
KCNQ1 pot – potentiates or activates the human KCNQ1 potassium channel. CHO-K1 KCNQ1, thallium flux FluxOR fluorescence; stronger effect = higher value. hit rate 0.35% among 310,000. AID 2648. B-score at 10 µM;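 active = fluorescence ratio B-score, a plate-corrected score, at least three library SD, with initial intensity B-score within 5 SD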
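Assay system: CHO-K1 cells stably expressing KCNQ1; Medium: assay buffer with matched DMSO; Also added: K+/Tl+ depolarizing stimulus; Dosing: single dose; Timing: dye 90 min, compound 20 min, room temperature; Measured by: kinetic FluxOR thallium fluorescence, 10-s 1-Hz baseline, 110-s post-stimulus read; Read-out: peak-minus-minimum fluorescence over initial fluorescence, negative-control normalized, B-scored.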
hERG protect – hERG (human) protection from proarrhythmic block; hit rate 0.51% among 310,000; activation (rescue from dofetilide block), less the hit threshold, % at 10 µM; AID 1511; Q12809; CHO-hERG, FluxOR thallium flux, dofetilide IC70 present;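 active = activation above the mean of controls blocked by dofetilide plus 5 SD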;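 also: thallium influx through hERG after potassium depolarization seen as dye fluorescence rise; in these data hits start at about 4.7%; inactives centre near -7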
MrgX1 agonist – activates human MrgX1 receptor signaling; MrgX1-HEK293 cells, Fluo-4 calcium fluorescence, agonist mode; stronger effect = higher value; AID 588627; hit rate 0.44% among 310,000; B-score at 10 µM;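 active = calcium response B-score plate-corrected fluorescence ratio at least 3 library SD, with starting fluorescence B-score inside 5 SD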
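Material: HEK293 cells stably expressing human MrgX1 receptor | Quantity: 15,000 cells per well | Times: Cells plated overnight, dye loaded 0.5 h 37 °C, 0.5 h room temperature | Measured by: Kinetic Fluo-4 NW fluorescence of intracellular calcium | Control set: Positive and negative controls per plate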
RGS4 inh – human RGS4 inhibition; hit rate 0.45% among 310,000; B-score at 10 µM; P49798; HEK293 M3R/RGS4 inducible, Fluo-4 calcium flux; stronger effect = higher value; triggered by carbachol at its EC20;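 active = B-score, a plate-corrected calcium signal, over three deviations above library mean, with baseline fluorescence within five deviations of library mean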;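 also: RGS4 expression induced by doxycycline in cells with stable M3 receptor; B-score is computed from the integrated fluorescence ratio over baseline after carbachol; higher B-score means a larger calcium signal and so more RGS4 inhibition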
Target sequence (P49798 whole entry, looked up): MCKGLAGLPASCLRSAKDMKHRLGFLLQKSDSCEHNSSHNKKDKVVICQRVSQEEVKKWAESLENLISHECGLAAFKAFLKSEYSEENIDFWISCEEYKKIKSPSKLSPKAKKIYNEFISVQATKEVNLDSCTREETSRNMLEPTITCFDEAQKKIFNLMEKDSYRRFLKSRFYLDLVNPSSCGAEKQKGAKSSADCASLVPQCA
* marks the source's active call; other numbers are inactive results; i = inactive; / = not tested or not shown.

smiles | ANO1 block | KCNQ1 pot | MrgX1 agonist | RGS4 act | TMEM16A act | RGS4 inh | KCNK9 block | MrgX1 allo act | KCNQ1 block | hERG protect | KCNK3 inh
C/C(=N\OC(=O)c1c(-c2c(F)cccc2Cl)noc1C)c1nccs1 | i | i | i | i | i | i | i | i | i | -6.5 | i
COc1ccc(/C=N/NC(=O)CNC(=O)c2cccs2)cc1 | i | i | i | i | i | i | i | i | i | -9.6 | i
COc1ccc(N(C)C(=O)c2ccc3snnc3c2)cc1 | i | i | i | i | i | i | i | i | i | -9.3 | i
CN(c1ccccc1)S(=O)(=O)c1cccc(C(=O)Nc2ccc3c(c2)CCC3)c1 | i | i | i | i | i | i | i | i | i | -18.1 | i
O=C(O)c1cccc(S(=O)(=O)N2CCC(n3nnc4cc(C(F)(F)F)ccc43)CC2)c1 | i | i | i | i | i | i | i | i | i | -8.0 | i
CCOC(=O)C1=C(C)NC2=C(C(=O)CC(C)(C)C2)C1c1ccc(N(C)C)cc1 (centres undefined) | i | i | i | i | i | i | i | i | i | -15.6 | i
NS(=O)(=O)c1ccc(CCNC(=S)Nc2ccccc2)cc1 | i | i | i | i | i | i | i | i | i | -9.8 | i
Cn1c2ccccc2c(=O)c2cc(C#Cc3ccsc3)ccc21 | i | i | i | i | i | i | i | i | i | -17.1 | i
Cc1ccc(S(=O)(=O)NC2OC(=O)C(Cl)=C2Cl)cc1 (centres undefined) | i | i | i | i | i | i | i | i | i | -8.3 | i
COc1ccc(C(=O)NNC(=O)CSc2nnc(-c3ccc(O)cc3)n2C)cc1 | i | i | i | i | i | i | i | i | i | -1.0 | i
Cc1cc(NC(=O)CSc2ncn(-c3ccccc3)n2)no1 | i | i | i | i | i | i | i | i | i | -5.3 | i
CSc1nc2n(n1)C(c1ccccn1)C1=C(CC(C)(C)CC1=O)N2 (centres undefined) | i | i | i | i | i | i | i | i | i | -9.8 | i
Cc1ccc(NC2=C(Cl)C(=O)OC2OC(=O)c2ccco2)c(C)c1 (centres undefined) | i | i | i | i | i | i | i | i | i | -12.0 | i
CCOc1ccc(CCNC(=O)c2[nH]c(C)c(C(C)=O)c2CC)cc1OCC | i | i | i | i | i | i | i | i | i | -7.0 | i
Cc1nn(CCC#N)c2nc(-c3ccccc3)cc(C(F)(F)F)c12 | i | i | i | i | i | i | i | i | i | 3.8 | i
CCn1cc(C(=O)N[C@H](C(=O)NCCCOC)C(C)C)c(=O)c2cc3c(cc21)OCO3 | i | i | i | i | i | i | i | i | i | -1.9 | i
Cc1ccc(CN2CC34C=CC(O3)C(C(=O)NCc3ccc5c(c3)OCO5)C4C2=O)cc1 (centres undefined) | i | i | i | i | i | i | i | i | i | -15.1 | i
O=C(NCc1ccc2c(c1)OCO2)c1cc(-c2ccc(Cl)cc2Cl)on1 | i | i | i | i | i | i | i | i | i | -3.1 | i
CCCS(=O)(=O)c1c(S(=O)(=O)CCC)c2c(C)cccn2c1C(N)=O | i | i | i | i | i | i | i | i | i | -1.8 | i
Cc1cc2ccccc2cc(C)c1=O | i | i | i | i | i | i | i | i | i | -10.7 | i

Three compounds from above, limited to RGS4 inh:
molecule	RGS4 inh
COc1ccc(/C=N/NC(=O)CNC(=O)c2cccs2)cc1	i
Cc1cc2ccccc2cc(C)c1=O	i
CCn1cc(C(=O)N[C@H](C(=O)NCCCOC)C(C)C)c(=O)c2cc3c(cc21)OCO3	i

Remaining list, next part
smiles | ANO1 block | KCNQ1 pot | MrgX1 agonist | RGS4 act | TMEM16A act | RGS4 inh | KCNK9 block | MrgX1 allo act | KCNQ1 block | hERG protect | KCNK3 inh
O=C(CSc1nc2ccccc2c(=O)n1Cc1ccccc1)Nc1ccc(Br)cc1C(=O)O | i | i | i | i | i | i | i | i | i | -17.9 | i
COc1ccc(C(=O)NCC2CCCO2)cc1 (centres undefined) | i | i | i | i | i | i | i | i | i | -10.7 | i
C=CCNc1nc2c(c(=O)[nH]c(=O)n2C)n1CC(O)COc1ccc2ccccc2c1 (centres undefined) | / | i | / | i | i | i | i | / | i | -0.4 | i
CCOCCCNC(=O)c1ccc(N(C)S(=O)(=O)c2ccc(OC)cc2)cc1 | i | i | i | i | i | i | i | i | i | -9.9 | i
O=C(CSC(=S)N1CCCCC1)c1c(F)cccc1F | i | i | i | i | i | i | i | i | i | -3.5 | i
Cc1cc(=O)oc2cc(OCC(=O)N3CCN(c4ccccc4)CC3)c(Cl)cc12 | i | i | i | i | i | i | i | i | i | -5.0 | i
Cc1ccc(-c2[nH]c3ccccc3c2SCCNC(=O)c2cc3ccccc3oc2=O)cc1 | i | i | i | i | i | i | i | i | 6* | -12.4 | i
C=CCN=c1scc(C)n1/N=C/c1ccc(O)c(O)c1 | i | i | i | i | i | i | i | i | i | -18.0 | i
Cc1ccc(C2=NNC(C(O)C(O)C(O)C(C)O)S2)cc1 (centres undefined) | i | i | i | i | i | i | i | i | i | -6.1 | i
CC1Cc2ccccc2N1c1ncnc2c1nnn2Cc1ccccc1Cl (centres undefined) | i | i | i | i | i | i | i | i | i | -6.9 | i
CC(C)NC(=O)COC(=O)c1ccccc1C(=O)c1ccccc1 | i | i | i | i | i | i | i | i | i | -9.0 | i
CCCc1[nH]nc2c1C(c1c(C)nn(-c3ccccc3)c1Cl)C(C#N)=C(N)O2 (centres undefined) | i | i | i | i | i | i | i | i | i | -0.3 | i
O=C1NCC(NC(=O)C(F)(F)F)c2cc3c(cc21)OCO3 (centres undefined) | i | i | i | i | i | i | i | i | i | -4.2 | i
CCN1/C(=N\N)c2cccc3cccc1c23 | i | i | i | i | i | i | i | i | i | -15.2 | i
CC(CCc1ccccc1)NC(=O)CNC(=S)N(Cc1cccs1)C1CCCC1 (centres undefined) | / | i | / | i | i | i | i | / | i | -18.1 | i
CN1/C(=C/C=C(C#N)C#N)C=Cc2ccccc21 | i | i | i | i | i | i | i | i | i | -6.1 | i
Cc1nnc(SCC(=O)NCc2ccco2)n1-c1ccc(F)cc1 | i | i | i | i | i | i | i | i | i | -9.5 | i
Cn1c(=O)oc2cc(S(=O)(=O)N3CCC(C(=O)NCc4ccc(F)cc4)CC3)ccc21 | i | i | i | i | i | i | i | i | i | -14.9 | i
C=CCNC(=S)NNC(=O)COc1ccc(Br)cc1 | i | i | i | i | i | i | i | i | i | -9.2 | i
O=C(OCc1c(Cl)cccc1Cl)c1cccnc1Cl | i | i | i | i | i | i | i | i | i | -10.5 | i

Records listed above marked active in KCNQ1 block.
molecule | MrgX1 agonist | TMEM16A act | RGS4 inh | KCNK9 block | KCNQ1 block | KCNK3 inh
Cc1ccc(-c2[nH]c3ccccc3c2SCCNC(=O)c2cc3ccccc3oc2=O)cc1 | i | i | i | i | 6* | i

Going on with the list.
smiles | ANO1 block | KCNQ1 pot | MrgX1 agonist | RGS4 act | TMEM16A act | RGS4 inh | KCNK9 block | MrgX1 allo act | KCNQ1 block | hERG protect | KCNK3 inh
O=C(COc1ccc(Cl)cc1)NC(=S)Nc1ccccc1N1CCOCC1 | i | i | i | i | i | i | i | i | i | -4.6 | i
Cc1cc(C)c2c(=O)cc(C(=O)NCc3ccccc3)oc2c1 | i | i | i | i | i | i | i | i | i | -3.7 | i
COc1ccc(NC(=O)C2CSC(C)(C)N2C=O)cc1 (centres undefined) | i | i | i | i | i | i | i | i | i | -1.5 | i
CC(O)C(NS(=O)(=O)c1ccc(Cl)cc1)C(=O)OCC(=O)Nc1cccnc1Cl (centres undefined) | i | i | i | i | i | i | i | i | i | -8.7 | i
CCOC(=O)CC(=O)NC(C)(C)CCCCC(C)(C)NC(=O)CC(=O)OCC | i | i | i | i | i | i | i | i | i | -1.1 | i
Cc1cc(OCC(=O)NCC(O)c2ccccc2)c2c(C)cc(=O)oc2c1 (centres undefined) | i | i | i | i | i | i | i | i | i | -8.8 | i
COc1ccc(/C=N/c2nc3ccccc3n2CCN2CCCCC2)cc1OC | i | i | i | i | i | i | i | i | i | -1.9 | i
Cc1n[nH]c(=O)nc1N/N=C/c1ccco1 | i | i | i | i | i | i | i | i | i | -7.2 | i
C(=N\Nc1ncnc2ccccc12)/c1ccccc1 | i | i | i | i | i | i | i | i | i | -12.1 | i
CCn1c(CSc2nnc(-c3ccncc3)n2CCOC)nc2cc(C(=O)O)ccc21 | i | i | i | i | i | i | i | i | i | -3.7 | i
CC(=O)O/N=C(/c1nonc1N)N1CCN(c2ccc([N+](=O)[O-])cc2Cl)CC1 | i | i | i | i | i | i | i | i | i | -5.2 | i
COc1ccc2oc(C(=O)OCC(=O)N3CCCC(C)C3)c(C)c2c1 (centres undefined) | i | i | i | i | i | i | i | i | i | -9.5 | i
COc1ccc(-c2nc3c(s2)CN(S(C)(=O)=O)CC3)cc1OC | i | i | i | i | i | i | i | i | i | -6.4 | i
Cc1nnc(-c2ccccc2)c(=O)n1/N=C/c1c(O)ccc2ccccc12 | i | i | i | i | i | i | -8.84* | i | 8* | -5.8 | i
Cn1ccnc1C(O)c1cc(C(C)(C)C)c(O)c(C(C)(C)C)c1 (centres undefined) | i | i | i | i | i | i | i | i | i | -4.6 | i
O=C(COC(=O)C1CCN(c2ccc(C(F)(F)F)cn2)CC1)c1ccc(Cl)cc1 | i | i | i | -7.77* | i | i | i | i | i | -9.8 | i
C=CCn1c(COc2ccccc2)nnc1SCC(=O)O | i | i | i | i | i | i | i | i | i | -7.6 | i
O=C(NNC(=O)c1ccc(Cl)cc1Cl)c1cnccn1 | i | i | i | i | i | i | i | i | i | -4.4 | i
C/C(=N\NC(=O)CSCc1ccc(Cl)cc1)c1ccc2c(c1)OCCO2 | i | i | i | i | i | i | i | i | i | -21.3 | i
